# NPY-Y1 PAM-ag – NPY-Y1 receptor potentiators or agonists, primary screen, cell-based; NPY-Y1 expressing cells, potentiator/agonist activation; activation, % at 3.6 µM; 0.37% of 220,000 active; AID 1304, 2008; in the data active = activation above about 33%, passing the limit was not always enough;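 note: cells stimulated with NPY at EC10 then isoproterenol at EC100; 0% = low agonist plus stimulus and 100% = saturating agonist plus stimulus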
# Target sequence (P25929 whole entry, looked up): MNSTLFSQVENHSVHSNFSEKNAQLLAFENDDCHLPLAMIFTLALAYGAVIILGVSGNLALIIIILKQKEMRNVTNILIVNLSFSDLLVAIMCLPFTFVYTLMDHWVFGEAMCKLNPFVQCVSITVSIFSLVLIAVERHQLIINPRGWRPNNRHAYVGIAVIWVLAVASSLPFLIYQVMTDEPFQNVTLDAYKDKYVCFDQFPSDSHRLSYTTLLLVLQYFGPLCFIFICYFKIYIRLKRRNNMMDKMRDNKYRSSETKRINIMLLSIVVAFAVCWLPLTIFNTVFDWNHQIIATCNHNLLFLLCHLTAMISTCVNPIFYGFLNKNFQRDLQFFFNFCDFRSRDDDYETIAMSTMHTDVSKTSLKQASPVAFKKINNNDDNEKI
# NPY-Y1 antag – NPY-Y1 receptor antagonists, primary screen, cell-based | 1% of 200,000 active | inhibition, % at 3.6 µM | HEK293-CNG Y1 cells, membrane potential fluorescence; NPY at EC95, then isoproterenol | Neuropeptide Y receptor type 1 (Homo sapiens), P25929;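 active = inhibition above the campaign mean inhibition of all tested compounds plus 3 SD, cut at about 20% in these data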;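 note: 0% = DMSO wells given NPY plus isoproterenol and 100% = isoproterenol alone without NPY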
#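 Material: Y1- and CNG-channel-expressing HEK293 cells / Probe or stimulus: NPY 25 nM then isoproterenol 1 µM plus Ro 20-1724 25 µM / Doses: 3.6 µM single dose, DMSO 0.4% / Schedule: compound incubation 1 h at room temperature, readout 45 min post-stimulation / Signal: membrane potential fluorescence / Benchmarks: isoproterenol-only wells as full block versus NPY-plus-isoproterenol wells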
# NPY-Y2 PAM-ag – NPY-Y2 potentiators or agonists, primary screen, cell-based | Neuropeptide Y receptor type 2 (Homo sapiens), P49146 | cells expressing NPY-Y2, potentiator/agonist read-out | activation, % at 3.6 µM | 0.45% of 220,000 active; in the data active = activation above about 27%;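 note: cells stimulated with NPY near EC25 plus isoproterenol at EC100; 0% = vehicle plus submaximal agonist and 100% = vehicle plus saturating agonist; some results beyond the cut were filed as inactive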
# TRPN1 ag – zebrafish TRPN1 channel agonists, primary screen, cell-based, HEK293, calcium fluorescence; HEK293 zebrafish TRPN1-YFP, Fluo-8 calcium fluorescence; 100% = response to 87 µM carbachol; activation, % at 3 µM; transient receptor potential cation channel N1 (TRPN1/NompC), Danio rerio; 0.18% of 220,000 active;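 active = activation above its plate's cutoff, the mean activation of test wells on that plate plus 3 SD, cut at about 19% in these data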;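 note: 0% = DMSO alone and 100% = 87 µM carbachol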
#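 Assay system: Zebrafish TRPN1-YFP in HEK293 cells | Incubation: Dye loading 1 h at 37 °C, then 30 min room temperature | Measured by: Kinetic Fluo-8 fluorescence, ex 470-495, em 515-575 nm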
# S1P4 antag – S1P4 receptor antagonists, primary screen, cell-based; S1P4-expressing cells, antagonist mode, reporter read-out; AID 1510, 2009; 0.26% of 220,000 active; Sphingosine 1-phosphate receptor 4 (Homo sapiens), O95977; inhibition, % at 4.98 µM; in the data active = inhibition above about 29%;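 note: 0% = wells stimulated with agonist and 100% = vehicle wells without agonist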
# Target sequence (O95977 whole entry, looked up): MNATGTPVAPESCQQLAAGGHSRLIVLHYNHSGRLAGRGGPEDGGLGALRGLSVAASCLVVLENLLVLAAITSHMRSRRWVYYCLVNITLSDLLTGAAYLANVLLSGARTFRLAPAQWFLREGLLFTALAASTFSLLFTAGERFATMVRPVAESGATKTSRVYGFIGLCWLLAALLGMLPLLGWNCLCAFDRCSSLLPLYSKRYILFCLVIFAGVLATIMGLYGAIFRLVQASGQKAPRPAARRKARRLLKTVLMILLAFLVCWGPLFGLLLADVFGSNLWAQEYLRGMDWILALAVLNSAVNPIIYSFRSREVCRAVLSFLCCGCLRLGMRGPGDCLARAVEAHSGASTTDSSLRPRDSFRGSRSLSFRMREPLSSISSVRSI
# S1P4 ag – S1P4 receptor agonists, primary screen, cell-based. Sphingosine 1-phosphate receptor 4 (Homo sapiens), O95977. S1P4-expressing cell line, agonist reporter assay. activation, % at 4.98 µM. 0.35% of 220,000 active; in the data active = activation above about 11%;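 note: 0% = DMSO vehicle and 100% = reference agonist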
# EP2 modulator – EP2 receptor modulators, cAMP readout, primary screen, cell-based, HTRF cAMP, PGE2 stimulation; EP2-expressing cells, cAMP HTRF FRET, PGE2 co-stimulation; induction, % at 25 µM; 0.83% of 260,000 active; AID 940, 2007;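 active = compounds whose cAMP rise, as percent of the full-agonist control response, exceeds 60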;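 note: rat C6 glioma line stably carrying human EP2 under a CMV promoter; the protocol text gives 20 µM as final concentration; 100% = response of wells given 1 µM PGE2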
# CHOP inh – inhibitors of CHOP promoter induction, primary screen, cell-based, unfolded protein response, luciferase reporter | CHO-K1 CHOP-promoter luciferase, tunicamycin-induced, 15-18 h | inhibition, % at 10 µM | 3.8% of 220,000 active | AID 2732, 2010;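 active = compounds that reduced the stress-induced luciferase reporter signal by more than about 70% of percent inhibition, limit read from the data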;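 note: 0% = tunicamycin plus vehicle and 100% = wells without tunicamycin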
# TRPML3 ag – human TRPML3 channel agonists, primary screen, cell-based, HEK293 TRPML3-YFP, Fluo-8 calcium fluorescence, 3 µM; Mucolipin-3 (Homo sapiens), Q8TDD5; AID 1448, 2008; 100% = the carbachol control signal; 0.29% of 220,000 active; activation, % at 3 µM;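 active = activation above its plate's cutoff, the mean activation of the plate's test wells plus 3 SD, cut at about 12% in these data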;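 note: 0% = DMSO only wells and 100% = carbachol wells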
#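 Material: HEK293 cells stably carrying human TRPML3-YFP; compound dosing: single dose, 3 µM final nominal compound, 0.3% DMSO final; incubation: 1-h 37 °C dye load, 5-s basal, 120-s post-compound reads; technique: Fluo-8 intracellular calcium fluorescence, excitation 470-495 nm, emission 515-575 nm; read-out basis: percent activation from peak-to-basal fluorescence ratio, scaled between DMSO and carbachol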
# * hit, by the source's call; / = not tested or not shown; & = joins results of further samples. Compounds were not picked by outcome; 6.5% or so of the library scored in one or more.
SMILES,NPY-Y1 PAM-ag,NPY-Y1 antag,NPY-Y2 PAM-ag,TRPN1 ag,S1P4 antag,S1P4 ag,EP2 modulator,CHOP inh,TRPML3 ag
Cc1ccc(C(=O)N/N=C/c2ccc(N3CCOCC3)cc2)c(C)c1,9,2,5,0.7,3,1.5,-63,-3,0.6
CCOC(=O)CSc1nnc(CSc2nc3sc4c(c3c(=O)[nH]2)CCC4)n1C,3,-1,-13,0.3,-19,1.0,5,-2,0.9
COc1ccc(CCN2C(=O)CC(NCc3ccc4c(c3)OCO4)C2=O)cc1OC (stereo not drawn),-33,5,-4,0.1,-2,19*,-28,10,0.6
CCOC(=O)c1csc(N)c1-c1ccc([N+](=O)[O-])cc1,5,/,-5,-1.9,-1,1.6,63*,30,-0.2
O=C(CSCc1cccc(Cl)c1)N1CCN(Cc2ccc3c(c2)OCO3)CC1,-34,16,-19,-1.2,-11,1.1,-36,56,-0.9
CCOc1ccc(N=C(/C(C(=O)C(=O)N2CCOCC2)=C(/O)c2ccccc2)c2ccccc2)cc1,16,/,0,-1.1,-19,1.6,-7,-15,0.1
CCCCC(CC)C(=O)Nc1ccc(C)c(O)c1 (stereo not drawn),-4,4,-10,-1.3,5,-0.2,-27,6,-0.1
O=C(NCC1COc2ccccc2O1)c1cc2ccccc2o1 (stereo not drawn),-6,15,-15,-0.1,-13,-0.7,-73,-4,-0.6
COc1ccc(Cc2noc(CN3CCN(Cc4csc(C)n4)CC3)n2)cc1OC,-12,-5,-8,1.0,-11,1.1,-12,20,0.7
CCOc1ccc(CCNC(=O)CCc2nc(-c3ccc(OC)cc3)no2)cc1OCC,8,-4,1,0.4,-7,1.0,25,61,0.6
COc1ccccc1N1CCN(c2cc(=O)n(Cc3ccc(F)cc3)c(=O)[nH]2)CC1,12,-4,17,0.8,3,2.9,8,-4,1.1
CC(C)N1CCN(Cc2ccc(Sc3nncn3C)o2)CC1CCO (stereo not drawn),6,/,-5,-0.5,-9,-0.1,66*,-3,0.1
O=C(CCc1ccc(S(=O)(=O)NCCc2ccccc2)cc1)Nc1ccc2c(c1)OCCO2,17,0,20,-0.3,-9,3.3,8,12,0.3
COc1ccccc1CNC(=O)Cc1ccc(Br)cc1,2,9,-14,-1.7,4,-2.3,21,45,-1.7
COCCN(C(=O)CSc1ncc(C(F)(F)F)cc1Cl)c1c(N)n(Cc2ccccc2)c(=O)[nH]c1=O,19,1,-9,-0.7,-20,1.8,20,-15,0.9
CC(=O)Cn1c2ccccc2n2nc(CCC(=O)O)c(=O)nc12,12,1,11,1.1,-1,2.0,29,-7,1.3
COc1cccc(NC(=O)CSc2nnc3cc(C)nc(N)n23)c1,6,0,10,0.8,-1,-0.9,29,3,1.5
S=C(NCCc1ccccc1)Nc1ccccc1N1CCOCC1,-2,4,9,-0.8,11,2.2,-7,16,-0.6
Oc1nc(Nc2cccc(Cl)c2)sc1/C=C1\C=Nc2ccccc21,-6,4,-15,-1.3,-4,-0.7,-10,79*,0.3
Cc1ccc2nc(NC(=O)C3CCCN(S(=O)(=O)c4cnc[nH]4)C3)sc2c1 (stereo not drawn),-13,-2,17,0.2,-4,2.5,-40,-12,0.7

# Retrieved by compound from the entries so far, 3 records:
SMILES,NPY-Y1 PAM-ag,NPY-Y1 antag,NPY-Y2 PAM-ag,TRPN1 ag,S1P4 antag,S1P4 ag,EP2 modulator,CHOP inh,TRPML3 ag
COCCN(C(=O)CSc1ncc(C(F)(F)F)cc1Cl)c1c(N)n(Cc2ccccc2)c(=O)[nH]c1=O,19,1,-9,-0.7,-20,1.8,20,-15,0.9
Oc1nc(Nc2cccc(Cl)c2)sc1/C=C1\C=Nc2ccccc21,-6,4,-15,-1.3,-4,-0.7,-10,79*,0.3
O=C(NCC1COc2ccccc2O1)c1cc2ccccc2o1 (stereo not drawn),-6,15,-15,-0.1,-13,-0.7,-73,-4,-0.6

# (continued)
SMILES,NPY-Y1 PAM-ag,NPY-Y1 antag,NPY-Y2 PAM-ag,TRPN1 ag,S1P4 antag,S1P4 ag,EP2 modulator,CHOP inh,TRPML3 ag
Cc1cccc2c1OCC/C2=N\NC(=O)COc1ccccc1,-4,7,-1,-0.3,-5,-1.3,-12,46,0.0
COc1ccc2nc(SCC(=O)N3CC(=O)Nc4ccccc43)c(C#N)cc2c1,-7,-2,11,0.4,9,-0.9,-62&-27,25,1.4
Cc1cn(C(=O)c2ccccc2)c(=S)n1-c1ccc(Br)cc1,-56,11,-18,-0.6,-4,-0.4,65*,54,-0.8
CCC(=O)Nc1ccc(C(=O)OCc2ccc(Cl)c(Cl)c2)cc1,16,8,2,0.6,-20,0.6,-17,89*,-0.3
COC(=O)COc1ccc(S(=O)(=O)N2CCCCCC2)cc1,20,-8,-5,1.5,-8,-1.2,-4,-14,0.7
O=C(CN1c2ccccc2Sc2ccccc21)NNC(=O)Nc1cccc(Cl)c1,50*,/,9,0.2,-5,1.7,-22,103*,0.3
C#CC1(NC(=O)NC(C)(C)C)CCCCC1,8,0,-4,0.2,4,1.4,6,27,1.2
COC(=O)C(C)Sc1nc2c(c(=O)n(C)c(=O)n2C)n1CCC(C)C (stereo not drawn),-10,4,-24,-1.4,8,-0.2,30,3,-0.3
CN1Cc2c(N3CCOCC3)nc3sc(C(=O)c4ccc(Br)cc4)c(N)c3c2CC1(C)C,29,/,36,1.0,43*,-2.1,-49,-10,1.7
N#CCC(=O)c1sccc1-n1cccc1,-23,1,0,0.5,7,-0.2,17,-7,0.1
CN1CCN(Cc2nc3c([nH]2)c(=O)[nH]c(=O)n3C)CC1,9,2,3,1.3,-2,2.5,12,-13,0.8
O=C(Nc1ccc(Cc2ccc(NC(=O)C3CC3)c(O)c2)cc1O)C1CC1,0,-6,18,1.5,-19,1.8,-24,-24,0.1
CCC(=O)N(CCC(c1ccco1)C(C)C)Cc1ccccc1 (stereo not drawn),4,/,-14,-0.5,3,0.2,47,14,-0.8
O=C(CC1Nc2ccccc2NC1=O)Nc1cc(Cl)cc(Cl)c1 (stereo not drawn),-10,-1,-1,0.7,-26,-1.4,-12,39,0.5
Cc1occc1-c1nnc(SCCCC(=O)c2ccc(F)cc2)n1C,-20,0,3,2.3,-5,0.8,7,37,0.8
O=C(Nn1c(-c2ccccc2)nc2ccccc2c1=O)c1cccs1,0,-3,-4,0.3,-1,-0.5,25,-2,0.2
Cc1ccc(C(c2nnnn2Cc2cccs2)N2CCN(C(=O)c3ccco3)CC2)cc1 (stereo not drawn),-2,-1,17,1.2,-3,1.9,17,34,0.3
CCCNS(=O)(=O)c1ccc(CCC(=O)N2CCOCC2)cc1,8,-8,-2,-0.7,2,-4.5,21&17,-2,1.4
Cc1nc2nc3c(c(=O)n2[nH]1)CCC3,11,9,-3,-0.5,3,-1.1,24,16,1.6
NC(=O)c1ccc(C23CC4CC(CC(C4)C2)C3)o1,-6,-6,14,0.8,-41,0.4,-19,17,0.4
COC(=O)Cc1[nH]nc2c1C(c1c[nH]c3ccccc13)C(C#N)=C(N)O2 (stereo not drawn),-10,-3,3,1.0,-9,-0.1,-9,37,1.7
Cc1ccc2nc(N/N=C/c3ccccc3F)nc(-c3ccccc3)c2c1,-26,9,-7,-0.4,1,-1.2,3,-1,0.1
Cc1c(N(C)C(=O)C23CC4CC(CC(C4)C2)C3)c(=O)n(-c2ccccc2)n1C,10,-1,8,0.5,2,-2.9,35,0,0.1
COc1ccc2c(c1OC)C(=O)OC2n1c(O)c(N=NC(C)=O)c2ccccc21 (stereo not drawn),21,/,-2,-0.2,4,2.9,-26,-16,-0.1
COc1cccc(N(CC(=O)N2CCN(C)CC2)S(=O)(=O)c2ccc(C)cc2)c1,0,4,-16,-0.3,-7,0.9,1&-4,5,0.9
O=C(NC(c1ccccc1)c1ccccc1)C1CCCN(S(=O)(=O)c2cnc[nH]2)C1 (stereo not drawn),2,5,-14,-0.3,-2,1.1,10,11,0.4
CN1CCN(c2ccc(Cl)cc2NC(=O)C2COc3ccccc3O2)CC1 (stereo not drawn),-16,3,-6,-1.2,-10,-0.7,-5,44,0.4
Cc1nnsc1C(=O)NNS(=O)(=O)c1cc(C(F)(F)F)cc(C(F)(F)F)c1,5,/,-1,0.0,1,0.7,-28,0,0.5
Cc1cc(NC(=O)c2cc(C)on2)no1,-2,3,-5,0.5,10,0.4,15,0,-0.2
CN(C)N1C(=O)CC(NNC(=O)c2ccncc2)C1=O (stereo not drawn),9,3,-1,-1.3,-2,0.4,6,-6,0.9
Cc1nc(-c2ccc(NS(=O)(=O)c3ccccc3)cc2)cs1,-6,8,-7,0.5,4,0.3,-77,15,0.8
COc1cccc(NC(=O)CSc2nc3n[nH]c(C)c3c(=N)n2-c2cccc(OC)c2)c1,-14,0,-19,-1.9,-16,-2.0,-34,67,-1.2
O=C(O)/C=C/c1cnc[nH]1,-10,5,9,0.8,-17,2.5,-6&25,-1&2,0.8
CC(/C=N/NC(=S)Nc1cccc(S(=O)(=O)N(C)C)c1)c1ccccc1 (stereo not drawn),-13,0,7,-0.9,-2,0.6,8,27,0.4
O=C1CC(c2ccc3c(c2)OCO3)CN1 (stereo not drawn),-1,8,-3,0.6,2,-2.8,20,-10,-1.1
O=c1c(-c2n[nH]c(=S)n2-c2ccccc2)cccn1Cc1cccc(Cl)c1,-14,1,2,-0.7,2,0.9,4,-3,-0.4
FC(F)(F)c1nnc2c(Sc3ccccc3)nc3ccc(Cl)cc3n12,14,1,-8,0.7,-4,0.8,16,-104,0.7
CCn1nc(NC(=O)C2CCCO2)c2cc3cc(C)ccc3nc21 (stereo not drawn),-7,2,12,-0.4,-5,0.8,-19,4,0.7
Cc1ccc(OCc2nc(-c3ccccn3)no2)c(Br)c1,-19,17,-14,0.0,-2,1.6,-11,68,-0.3
Cc1nn(-c2ccc(Cl)cc2)c2[nH]c(=O)c(CNCc3ccc4c(c3)OCO4)cc12,2,3,6,-0.2,11,0.4,-23,22,0.1
Cc1cc(/C=C2/NC(=O)N(Cc3ccccc3F)C2=O)c(C)n1C,-3,7,14,-0.5,-10,0.4,13,25,-0.5

# Compound activity deposited in PubChem by several laboratories.
